JMJD2C inh – human JMJD2C demethylase inhibition | AID 2099 | GST-JMJD2C(1-420) H3K9me3 demethylation, DELFIA europium | 0.069% of 330,000 active | inhibition, % at 2.35 µM;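 active means more than half of a compound's replicate wells show inhibition beyond 50%, single wells judged on their own value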;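 further: signal counts dimethyl H3K9 product captured on neutravidin plate; 0% = median of DMSO wells and 100% = 0.3 times that DMSO median; strong numbers were not always called active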
RPL19A TOR yeast – alters RPL19A-GFP fluorescence in TOR pathway yeast screen; S. cerevisiae RPL19A-GFP strain, flow cytometry, 3 h; active compounds read low; percent response vs DMSO, % at 10 µM; 0.3% of 330,000 active; AID 2025;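 active means percent response vs DMSO below 50%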;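 further: median channel GFP fluorescence of the barcoded RPL19A-GFP strain; ratio of sample median GFP to plate DMSO average so 100% = DMSO; lower means less RPL19A-GFP as with rapamycin TOR inhibition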
procasp7 counter – counter-screen for procaspase-3 activators: activators of human procaspase-7. activation, % at 8.5 µM. recombinant procaspase-7, Ac-DEVD-pNA absorbance 405 nm; D23A/D198A/D206A triple mutant, cannot self-cleave; scale: DMSO 0, 5 µM enzyme 100. 0.093% of 330,000 active;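 active means percent activation above the screen-wide mean plus 3 SD, cut at about 25% in these data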
Target sequence (P55210 whole entry D23A/D198A/D206A): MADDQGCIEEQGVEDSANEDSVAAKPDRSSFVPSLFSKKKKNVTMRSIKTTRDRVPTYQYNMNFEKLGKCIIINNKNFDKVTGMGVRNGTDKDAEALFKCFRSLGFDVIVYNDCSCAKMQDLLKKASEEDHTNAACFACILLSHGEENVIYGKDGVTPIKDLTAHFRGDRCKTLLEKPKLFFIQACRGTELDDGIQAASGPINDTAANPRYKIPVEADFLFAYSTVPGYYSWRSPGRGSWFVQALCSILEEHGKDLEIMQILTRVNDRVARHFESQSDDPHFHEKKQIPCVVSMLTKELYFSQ
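Assay system: Uncleavable procaspase-7 mutant enzyme | Input: 2 µM procaspase-7 mutant as dispensed | Timing: 1 h compound preincubation, 2 h substrate cleavage, 25 °C | Repeats: One well per compound | Control set: DMSO wells as 0%, DMSO with 5 µM added PC-7 as 100% | Technique: Epi-absorbance of released pNA at 405 nm, two timepoints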
Yeast superoxide – lowers age-related superoxide in aged yeast cells; 0.18% of 330,000 active; superoxide response (% of plate mean), % at 10 µM; S. cerevisiae aged cells, superoxide DHE fluorescence; active compounds read low;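 active means superoxide response under a set limit, about three screen SD below normal, cut at about 65% in these data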;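 further: yeast aged for seven days with compound at 30 °C before DHE staining; 100% = average MFI of all compound-treated wells on the plate with controls excluded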
procasp3 activ – procaspase-3 (human) activation. P42574. recombinant procaspase-3 D3A, Ac-DEVD-pNA absorbance 405 nm. activation, % at 8.5 µM. 0.11% of 330,000 active;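 active means activation above the mean of all tested compounds plus 3 SD, cut at about 21% in these data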;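 further: 0% = DMSO alone and 100% = DMSO wells spiked with extra 5 µM PC-3 D3A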
Target sequence (P42574 whole entry D9A/D28A/D175A): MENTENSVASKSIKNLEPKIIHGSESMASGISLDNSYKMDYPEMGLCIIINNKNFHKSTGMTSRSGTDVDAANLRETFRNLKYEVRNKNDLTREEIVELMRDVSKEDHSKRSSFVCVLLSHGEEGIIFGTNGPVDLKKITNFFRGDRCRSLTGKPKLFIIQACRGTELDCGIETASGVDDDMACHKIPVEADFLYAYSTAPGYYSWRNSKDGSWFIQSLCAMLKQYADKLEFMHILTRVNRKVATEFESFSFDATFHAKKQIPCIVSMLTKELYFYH
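System: Procaspase-3 D3A mutant. Medium: Zinc-free 300 mM NaCl, 50 mM HEPES, 0.01% Triton X-100. Schedule: 1 h preincubation plus 2 h reaction at 25 °C. Measured by: 405 nm absorbance of p-nitroaniline, reads at 0 and 120 min. Read-out: percent activation relative to control range.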
LAP4-GFP MLPCN – modulators of TOR pathway LAP4-GFP in S. cerevisiae | S. cerevisiae LAP4-GFP multiplex, flow cytometry GFP, 3 h; median GFP as percent of DMSO wells | GFP response vs DMSO, % at 10 µM | 0.34% of 320,000 active;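 active means GFP response vs DMSO above a set limit, about the screen mean plus 3 SD, cut at about 150% in these data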
MEP2-GFP yeast – alters MEP2-GFP fluorescence in TOR pathway yeast screen. S. cerevisiae MEP2-GFP strain, flow cytometry GFP, 3 h; 100% = DMSO control level. 0.51% of 330,000 active. GFP response vs DMSO, % at 10 µM. AID 2016;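 active means GFP response versus DMSO above a set limit, roughly screen mean plus 3 SD, cut at about 180% in these data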;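 further: median GFP fluorescence of the barcode-gated MEP2-GFP cells per well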
AHR activator – activators of human aryl hydrocarbon receptor; AHR-responsive luciferase reporter cells, luminescence; 2.5% of 320,000 active; activation, % at 5 µM; P35869; in the data active means activation above about 47%;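 further: 0% = vehicle wells and 100% = reference agonist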
* hit, by the source's call; . = no result given; & = joins results of further samples.

molecule	JMJD2C inh	RPL19A TOR yeast	procasp7 counter	Yeast superoxide	procasp3 activ	LAP4-GFP MLPCN	MEP2-GFP yeast	AHR activator
O=C(CSc1nc2ccsc2c(=O)n1CC1CCC(C(=O)O)CC1)NCCc1ccc(Cl)cc1 (centres undefined)	-7	98	-1	110	10	94	98	0
Cn1cc(CNC(=O)/C=C/c2ccc(Cl)cc2)cn1	10	99	5	119	-1	100	116	5
NC1=NC[C@@H](CC2CCCCC2)N1CCc1cc(C(F)(F)F)cc(C(F)(F)F)c1	-2	91	8	113	0	85	94	0
CCOC(=O)C1CCN(C(=O)CN(c2ccc(OC)c(OC)c2)S(=O)(=O)c2ccccc2)CC1	34	90	-1	97	-1	85	88	0
O=C(Nc1ccccc1)N(C1=NCCCCS1)c1cccc2ccccc12	126	98	1	99	9	98	100	16
Cc1ccc(C(=O)COC(=O)CNC(=O)CNC(=O)c2ccc(C)cc2)cc1	0	105	-10	103	6	100	112	-1
COc1ccccc1-c1nc(C#N)c(N2CCN(Cc3ccccc3)CC2)o1	3	99	-1	101	5	93	103	2
O=C(NCc1ccc(F)cc1F)Nc1cnccc1C(F)(F)F	6	101	6	97	0	94	103	14
CCOc1ccc(-c2n[nH]c(C)c2Oc2ccccc2OC)c(O)c1	-25	91	-4	120	-4	87	93	40
CN(C)/C=C/c1oc2ccc(O)cc2c1[N+](=O)[O-]	-15	93	-21	102	-10	110	96	4
CCOc1ccc(N2C(=O)CSC2=S)cc1	8	103	-8	91	-8	99	104	1
CCCCC/C=C/C1=CC(=O)C[C@H](c2ccc(OC)c(OC)c2)C1	5	105	-4	96	-3	123	103	3
COc1cc(NS(C)(=O)=O)c(OC)cc1NC(=O)c1ccccc1	2	100	7	80	9	106	104	10
COc1ccccc1/C=C/C(=O)OCC(=O)N1CCc2ccccc21	-5	96	-3	86	4	103	103	14
CCOc1ccc(-n2c(SCC(=O)NCc3ccco3)nc3ccccc3c2=O)cc1	-1	98	-1	104	1	91	88	1
CC(C)(C)C(=O)N1CCC(O)(CS(=O)(=O)Cc2ccccc2Cl)CC1	-2	100	7	92	-1	102	101	-2
CCOC(=O)c1c(/N=C/c2cc(C)ccc2O)sc2c1CCC2	-9	97	-9	90	-18	92	90	6
COC(=O)c1c(NS(C)(=O)=O)sc2c1CCCC2	2	96	-14	92	7	86	92	-2
O=C(O)c1ccccc1NCc1cccnc1	-1	107	-3	94	-3	110	105	-1
COCCNc1nc(N2CCCCC2)c2cnn(C)c2n1	-10	99	4	78	-7	122	98	10

Some values from the results shown.
`O=C(Nc1ccccc1)N(C1=NCCCCS1)c1cccc2ccccc12` @ JMJD2C inh: 126
`CCCCC/C=C/C1=CC(=O)C[C@H](c2ccc(OC)c(OC)c2)C1` @ procasp7 counter: -4

(next part)
molecule	JMJD2C inh	RPL19A TOR yeast	procasp7 counter	Yeast superoxide	procasp3 activ	LAP4-GFP MLPCN	MEP2-GFP yeast	AHR activator
Cc1oc2c(C)c3oc(=O)c(CCC(=O)O)c(C)c3cc2c1-c1ccccc1	-6	109	3	117	-1	93	108	5
O=C(N/N=C/c1ccc[nH]1)c1ccccc1OCc1ccccc1Cl	-31	94	-26	71	3	110	91	41
CC(=O)N1N=C(c2ccc(C)cc2)OC1c1ccc(C(C)C)cc1 (centres undefined)	-2	96	-4	85	6	103	98	11
O=C(C1CCN(S(=O)(=O)N2CCC3(CC2)OCCO3)CC1)N1CCC(Cc2ccccc2)CC1	7	95	6	94	1	97	100	0
CCN(CC)S(=O)(=O)c1ccc(OC)c(NC(=S)Nc2ccc(C)c(C)c2)c1	8	101	-10	91	5	99	100	1
Cc1ccc(NC(=O)CCNC(=O)Cn2cnc3ccccc3c2=O)cc1F	-8	110	0	93	-3	106	103	2
COc1cccc(/C=N/NC(=O)C(C)n2nc(C)c([N+](=O)[O-])c2C)c1O (centres undefined)	-2	103	-3	96	-3	89	105	0
Cc1noc(C)c1C(=O)NCc1cccs1	-3	98	-10	97	-1	102	99	-2
CN1C(=O)CSC1=Nc1ccc(F)cc1	1	104	.	99	.	95	110	.
Cc1ccc(OC(C)C(=O)Nc2ccncc2)cc1 (centres undefined)	-13	106	-9	102	6	100	109	-1
O=C1c2cccc(OCc3ccc(F)cc3)c2CCN1Cc1ccc(F)cc1	-9	107	3	93	2	107	100	7
COC(=O)CC1C(=O)NCCN1C(=S)NC(=O)c1ccccc1[N+](=O)[O-] (centres undefined)	-7	105	-15	106	-6	101	113	-1
CCN1CCCc2cc(CN(CCN3CCOCC3)C(=S)Nc3ccccc3C)ccc21	1	97	-10	61*	-2	109	108	2
COc1ccc(C2CC(C(F)(F)F)n3nc(C(=O)NCc4c(C)nn(C)c4C)c(Cl)c3N2)cc1 (centres undefined)	-12	97	-4	107	-8	100	99	1
COc1ccc(/C=N/Nc2nc(-c3cccnc3)nc3ccccc23)c(OC)c1	4	91	-9	110	-8	97	90	51*
CCC1CCCCN1CCCNC(=O)c1ccc2c(c1)N(Cc1ccc(F)cc1)C(=O)c1ccccc1S2=O (centres undefined)	-3	97	-1	90	11	88	100	1
COc1ccc(-c2nc3n(n2)C(c2ccccc2Cl)C(C(N)=O)=C(C)N3)cc1 (centres undefined)	-1	105	-3	95	-8	106	101	3
Cc1ccc2nc(-c3ccccc3)cc(C(=O)Nc3cccnc3)c2c1	4	95	-4	95	4	89	97	9
CCNC(=S)N=Nc1c(O)n(Cc2ccc(Cl)cc2)c2ccccc12	6	113	4	81	6	95	73	30
CCOc1ccc(N(CC(=O)NN=C2CCN(C)CC2)S(C)(=O)=O)cc1	-8	96	-7	99	-2	93	101	7
CCC(C)N(C(=O)COC(=O)c1nc(Cl)ccc1Cl)C1CCS(=O)(=O)C1 (centres undefined)	70	89	7	102	-8	95	94	2
CC1=CC(c2ccccc2)n2nc(NS(=O)(=O)c3ccc(C)cc3)nc2N1 (centres undefined)	8	101	6	97	2	101	106	1
Nc1cc(Cl)ccc1C(=O)OCC(=O)N1CCCC1	-7	100	5	95	0	100	102	4
CCOP(=O)(OCC)/C(=N/OC(=O)c1ccc(Cl)cc1Cl)C(N)=O	-5	101	2	115	6	126	97	-1
CC12CCC(=O)N1C(C(=O)N1CCN(c3ccc(C(F)(F)F)cc3[N+](=O)[O-])CC1)CS2 (centres undefined)	43	95	-6	107	-6	97	99	1
Cc1cccc(N2CCN(CC(=O)NCc3ccc(Cl)cc3)CC2)c1C	-18	100	-15	97	-10	89	104	6
CCN(CC)CCNC(=O)Cn1cnc2sc(C)c(S(=O)(=O)N3CCOCC3)c2c1=O	1&-16	98	0	94	-4	97	103	2
Cc1nn2c(-c3ccco3)nnc2c2ccccc12	-2	64	-4	245	-7	86	90	30
Cc1ccc(C(=O)Nc2cc(C(C)C)c(O)c(C(C)C)c2)cc1	3	97	-4	87	-8	121	97	3
COC(=O)c1nn(-c2ccccc2)c(Cl)c1/C=N/O	12	105	9	109	-1	102	101	2
Fc1ccc(-c2csc3nnc(SCc4cccnc4)n23)cc1	-7	97	3	92	4	94	97	1
CC(NCc1ccccc1Cl)C(=O)Nc1ccc(C#N)cc1 (centres undefined)	-2	105	-2	91	2	102	109	0
CCOc1ccc(C(=O)Nc2cc(C)ccn2)cc1	-9	101	-12	92	1	109	106	-16
COc1cc(OC)c(C2N(c3ccc(Cl)cc3)C(=O)C3CCCN32)cc1OC (centres undefined)	-3	96	2	98	-1	92	106	10

Entries from the list above that contain an aryl methoxy group (12):
molecule	JMJD2C inh	RPL19A TOR yeast	procasp7 counter	Yeast superoxide	procasp3 activ	LAP4-GFP MLPCN	MEP2-GFP yeast	AHR activator
CCOC(=O)C1CCN(C(=O)CN(c2ccc(OC)c(OC)c2)S(=O)(=O)c2ccccc2)CC1	34	90	-1	97	-1	85	88	0
COc1ccccc1-c1nc(C#N)c(N2CCN(Cc3ccccc3)CC2)o1	3	99	-1	101	5	93	103	2
CCOc1ccc(-c2n[nH]c(C)c2Oc2ccccc2OC)c(O)c1	-25	91	-4	120	-4	87	93	40
CCCCC/C=C/C1=CC(=O)C[C@H](c2ccc(OC)c(OC)c2)C1	5	105	-4	96	-3	123	103	3
COc1cc(NS(C)(=O)=O)c(OC)cc1NC(=O)c1ccccc1	2	100	7	80	9	106	104	10
COc1ccccc1/C=C/C(=O)OCC(=O)N1CCc2ccccc21	-5	96	-3	86	4	103	103	14
CCN(CC)S(=O)(=O)c1ccc(OC)c(NC(=S)Nc2ccc(C)c(C)c2)c1	8	101	-10	91	5	99	100	1
COc1cccc(/C=N/NC(=O)C(C)n2nc(C)c([N+](=O)[O-])c2C)c1O (centres undefined)	-2	103	-3	96	-3	89	105	0
COc1ccc(C2CC(C(F)(F)F)n3nc(C(=O)NCc4c(C)nn(C)c4C)c(Cl)c3N2)cc1 (centres undefined)	-12	97	-4	107	-8	100	99	1
COc1ccc(/C=N/Nc2nc(-c3cccnc3)nc3ccccc23)c(OC)c1	4	91	-9	110	-8	97	90	51*
COc1ccc(-c2nc3n(n2)C(c2ccccc2Cl)C(C(N)=O)=C(C)N3)cc1 (centres undefined)	-1	105	-3	95	-8	106	101	3
COc1cc(OC)c(C2N(c3ccc(Cl)cc3)C(=O)C3CCCN32)cc1OC (centres undefined)	-3	96	2	98	-1	92	106	10

Screening data (PubChem)
